Screening results as filed in PubChem.
Lipid storage S3: qHTS Assay for Lipid Storage Modulators in Drosophila S3 Cells. 320,000 tested, 0.64% active. Drosophila S3 cells, BODIPY lipid droplet fluorescence, 18-24 h; cells fed with added oleic acid. lipid storage change, negative = inhibition, % at the top dose, mostly 46.1 µM; hits show Potency in µM; active = well fitted inhibition curve with a large enough effect in the signal ratio, with a control signal flat, not every such curve was filed as active; inconclusive = small, poorly fitted or top-dose-only effect, or effect the other way, or a change in a side signal; the % refers to the signal ratio
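Laser-scanning cytometry quantifies lipid droplet accumulation (500–530 nm total intensity; droplet/cell object ratio) in oleic acid-fed (400 uM added) Drosophila S3 cells treated with a concentration series. 20 uM Triacsin C defined 100% inhibition.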
Lipid storage S3 cell count max: second read-out of Lipid storage S3, no call of its own (marks repeat the call); cell number change, %; measured here: cell count max response;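 cells counted by Cell Tracker Red CMTPX staining in the red channel; peak over a dose series mostly up to 46.1 µM; percent activity relative to internal control wells on each plate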
* = called active by the depositor; i = inactive; ? = inconclusive; · = no result given; [ ] = remark or other dose. % is scaled to controls: 0 for no effect and ±100 for the full control effect; potency is read from the fitted curve at half-maximal effect.

Start of the data: the first five compounds (preview)
entry	structure	Lipid storage S3	Lipid storage S3 cell count max
1	Cc1nc2c3ccccc3nc(NNC(=O)CCC(=O)N3CCN(c4ccc(F)cc4)CC3)n2n1	i	-10.4
2	CCCCCCCC(=O)NNC(=O)c1c(O)c2ccccc2[nH]c1=O	-7.9%	2.8
3	O=C(Nc1ccc(S(=O)(=O)Nc2ccccc2)cc1)C1COc2ccccc2O1 (configuration not stated)	?	·
4	Cc1ccc(CN(C)C(=O)c2c(C)nn(-c3ccccc3)c2C)cc1	?	·
5	CC(=O)Cc1nsc(NC(=O)c2ccc(COc3ccccc3)o2)n1	i	5.6

Main list, from the first entry:
entry	structure	Lipid storage S3	Lipid storage S3 cell count max
1	Cc1nc2c3ccccc3nc(NNC(=O)CCC(=O)N3CCN(c4ccc(F)cc4)CC3)n2n1	i	-10.4
2	CCCCCCCC(=O)NNC(=O)c1c(O)c2ccccc2[nH]c1=O	-7.9%	2.8
3	O=C(Nc1ccc(S(=O)(=O)Nc2ccccc2)cc1)C1COc2ccccc2O1 (configuration not stated)	?	·
4	Cc1ccc(CN(C)C(=O)c2c(C)nn(-c3ccccc3)c2C)cc1	?	·
5	CC(=O)Cc1nsc(NC(=O)c2ccc(COc3ccccc3)o2)n1	i	5.6
6	CCN(CC(=O)N1CCCC1)S(=O)(=O)c1ccc2ccccc2c1	i	8.4
7	O=C(NCc1cccnc1)C1CC(=O)N(c2ccc(Cl)cc2)C1 (configuration not stated)	i	·
8	CCOc1ccc2nc(Nc3nc(CSc4nnnn4-c4ccccc4)cc(=O)[nH]3)nc(C)c2c1	?	·
9	O=C(NCc1ccc(Cl)cc1)C(=O)NCC1OCCCN1S(=O)(=O)c1cccs1 (configuration not stated)	?	·
10	CCOC(=O)/C(=C/c1ccc(N2CCC(c3ccccc3)=N2)cc1)C(C)=O	?	·
11	CN1CCN(CC(=O)N2c3ccccc3Sc3ccccc32)CC1	?	·
12	COc1cccc(NC(=O)CN(C)C(=O)c2ccc3[nH]c4c(c3c2)CC(C)CC4)c1 (configuration not stated)	13.0%[0.0737 µM]	·
13	CCOC(=O)c1cc(C(=O)OCC)c2cccc(C)n2c1=O	?	·
14	Cc1cc(C(=O)NCCC2=CCCCC2)c(C)o1	?	·
15	Cc1nc2c3cc(F)ccc3n(Cc3ccc(F)cc3)c2s1	?	·
16	COc1ccccc1Oc1nc2ccccn2c(=O)c1/C=C(\C#N)C(=O)Nc1c(C)n(C)n(-c2ccccc2)c1=O	5.7%	15.3
17	Cc1cc(C(=O)OCC(=O)NCc2ccccc2Cl)c(C)o1	?	·
18	Cc1cc(C)c(C)c(OCC(=O)O/N=C(\N)c2ccncc2)c1	?	·
19	CCc1c(O)nc(SCC(=O)c2ccccc2)n(-c2ccccc2)c1=O	-10.1%	-19.6
20	Cc1cccc(C)c1OCc1cc(C(=O)N2CCC(c3ccccc3)CC2)no1	?	·
21	COc1ccc(OC)c(CN2CCN(C(=O)c3cccs3)CC2)c1	?	·
22	Oc1ccc(-c2nc3cnccn3c2Nc2ccc3c(c2)OCCO3)cc1	0.3%[9.22 µM]	-0.6
23	Cc1ccc(OCC(O)CN2CCN(Cc3ccc4c(c3)OCO4)CC2)c(C)c1 (configuration not stated)	6.8%	0.1
24	Cc1ccc(C)c(N(CC(=O)NCC2CCCO2)C(=O)CCC(=O)Nc2nccs2)c1 (configuration not stated)	-32.4%	19.7
25	Cc1cc(C)c(C(=O)Nc2ccccc2)c(CC(C)(C)C(=O)O)c1	-6.5%	-0.1
26	OCCSc1nncn1/N=C/c1c[nH]c2ccccc12	?	·
27	CNc1nc(Oc2ccc(C(=O)OC)cc2)nc(SC)n1	16.1%	1.9
28	O=C(CCNS(=O)(=O)c1ccccc1)N1CCN(c2ccccc2)CC1	?	·
29	COc1ccccc1C(=O)COC(=O)CCCN=C1NS(=O)(=O)c2ccccc21	?	·
30	CC1=NN(c2ccccc2)C(=O)/C1=C\c1c(C)[nH]n(-c2ccccc2)c1=O	-7.3%	-1.3
31	O=C(Nc1ccc(S(=O)(=O)Nc2ncccn2)cc1)c1cnc(Cl)c(Cl)c1	?	·
32	O=C(CC1SC(=Nc2ccccc2F)N(CCN2CCOCC2)C1=O)Nc1ccc(F)cc1F (configuration not stated)	?	·
33	C/C(CC(=O)Nc1cccc2c1CCCC2)=N\NC(=O)Cc1ccccc1	?	·
34	COC(c1ccccc1)c1nnc(CCC(=O)NCc2ccc3ncccc3c2)o1 (configuration not stated)	?	·
35	CCOC(=O)c1ccccc1NC(=S)N1CCC(C(N)=O)CC1	0.3%	16.8
36	COc1ccc(OCc2cc(C(=O)N3CCCCCCC3)no2)c(Cl)c1	-27.4%	6.4
37	O=C(Nc1ccccc1C(=O)N1CCCCCC1)c1cccc([N+](=O)[O-])c1	?	·
38	COc1ccc(Cc2c(O)nc(SCC(=O)N3CCOCC3)[nH]c2=O)cc1	?	·
39	O=C(NC(C1CC1)C1CC1)C1CCC(=O)N(CCCN2CCCC2=O)C1 (configuration not stated)	?	·
40	CCn1ccc(C(=O)Nc2c(C)nn(Cc3c(F)c(F)c(F)c(F)c3F)c2C)n1	5.1%	-3.3
41	O=C(N1CCOCC1)C1(S(=O)(=O)c2ccccc2)CC=CC1	-6.2%	·
42	CCOC(=O)N1CCN(C(=O)COC(=O)Cc2ccc(OC)cc2)CC1	i	-3.8
43	Cc1ccc(NS(=O)(=O)c2ccc(Br)cc2)nc1	6.0%	0.2
44	CN1C(=O)c2ccccc2C(C(=O)NCCCN2CCCC2)C1c1c[nH]c2ccccc12 (configuration not stated)	?	·
45	Cc1nc(-c2ccc(NC(=O)/C=C\C(=O)O)cc2)cs1	-0.9%	·
46	COc1ccccc1-c1nc(-c2ccccc2)nc(N2CCN(C)CC2)c1C#N	?	·
47	Cc1c(Br)c([N+](=O)[O-])nn1CC(=O)NCC1CCCO1 (configuration not stated)	-5.0%	-0.5
48	C/C(=N/NC(=O)c1ccc(Br)o1)c1cccc(NC(=O)c2ccc(C)o2)c1	?	·
49	Cc1cc(C)nc(NC(=O)CN2C(=O)c3ccccc3C2=O)n1	?	·
50	CC(=O)N1CCN(C(=S)c2ccc(N(C)C)cc2)CC1	14.0%	2.2
51	COc1ccc(S(=O)(=O)Nc2ccc3c(c2)OCO3)cc1OC	i	·
52	Cc1ccc2c(cnn2C(=O)CCC(=O)NC2CCCCC2)c1	24.0%	5.5
53	CC(NC(=O)NC1CCCCC1)C(c1cccs1)N1CCN(Cc2ccccc2)CC1 (configuration not stated)	?	·
54	COc1ccccc1C1OC(c2cccc([N+](=O)[O-])c2)=NN1C(C)=O (configuration not stated)	-5.0%	5.1
55	CN1CCCc2cc3c(C(F)(F)F)cc(=O)oc3nc21	?	·
56	O=C(Cc1cccc2ccccc12)N/N=C/c1ccncc1	21.4%	12.5

Continuation.
entry	structure	Lipid storage S3	Lipid storage S3 cell count max
57	CN(C)c1ccc(N=C/C=C2/N(C)c3ccccc3C2(C)C)cc1	?	·
58	C#CC(C)(C)NC(=O)c1ccccc1OC	17.8%	5.3
59	COc1ccc(S(=O)(=O)N(C)CC(=O)NC2CCCC2)cc1Cl	?	·
60	CCN(c1ccc(NC(=O)c2cccc(S(=O)(=O)N3CCN(C)CC3)c2)cc1)C(C)C	?	·
61	COc1ccc(CCNC(=S)N2CCN(S(=O)(=O)c3ccc(Cl)cc3)CC2)cc1	?	·
62	O=C(Nc1ccc(S(=O)(=O)Nc2ncccn2)cc1)c1ccc(F)c(S(=O)(=O)N2CCOCC2)c1	?	·
63	CC1CCCC(C)N1C(=O)COC(=O)C1CCN(S(=O)(=O)c2ccc3c(c2)OCCO3)CC1 (configuration not stated)	?	·
64	COc1cc(CN2CCC(CO)(CCOc3ccccc3)CC2)cc(OC)c1OC	22.2%	-1.4
65	Cc1nn(CC(=O)NN)c(C)c1Br	?	·
66	Cc1ccc(OCC(=O)Nc2sc3c(c2C#N)CC(C)(C)NC3(C)C)cc1	19.4%	7.5
67	O=C(Nc1ccc(Oc2ccc(C(=O)O)c(C(=O)O)c2)cc1)c1cccs1	-0.2%	9.3
68	COc1c(/C=C2\SC(=Nc3ccccc3Cl)NC2=O)cccc1[N+](=O)[O-]	?	·
69	Cc1cc(F)ccc1S(=O)(=O)N1CCCOC1CNC(=O)C(=O)NCc1ccco1 (configuration not stated)	10.6%	-15.0
70	Cc1ccc(NC(=O)CCNS(=O)(=O)c2cc(Br)cnc2N)c(Cl)c1	0.0%	13.9
71	Cc1ccc(Cn2c(=O)n(C)c(=O)c3sccc32)cc1	?	·
72	CCC(=O)Nc1ccc(NC(=O)CSc2nnnn2-c2cccnc2)cc1C	?	·
73	CN1CCN(Cc2c(C(=O)N3CCc4ccccc4C3)nc3ccc(Cl)cn23)CC1	?	·
74	O=C(NCC(F)(F)F)c1nn(Cc2ccccc2)c(=O)c2ccccc12	?	·
75	CCOC(=O)c1c(C)c[nH]c1C	45.1%	·
76	COC(=O)C1CCCN1C(=O)C1CCCN1C(=O)CNC(=O)OCc1ccccc1 (configuration not stated)	20.6%	12.4
77	COC(=O)CN(c1c(C)cccc1C)S(C)(=O)=O	?	·
78	CCOc1cccc2cc(C(=O)NC(C)c3ccccc3)c(=N)oc12 (configuration not stated)	?	·
79	Cc1ccc(C)c(NC(=O)CN(C)C(=O)[C@@H](NC(=O)c2ccc(C(C)(C)C)cc2)C(C)C)c1	?	·
80	Cc1ccc2c(c1)c1nnc(SCC(=O)Nc3ccc(N(C)C)cc3)nc1n2CC(=O)O	?	·

Record cards, from the list above. Order of values: Lipid storage S3, Lipid storage S3 cell count max
`CN1CCCc2cc3c(C(F)(F)F)cc(=O)oc3nc21` as listed: ?, ·
`Oc1ccc(-c2nc3cnccn3c2Nc2ccc3c(c2)OCCO3)cc1` as listed: 0.3%[9.22 µM], -0.6

More structures.
entry	structure	Lipid storage S3	Lipid storage S3 cell count max
81	CCc1cc(C(=O)N(Cc2ccccc2)c2c(N)n(CCOC)c(=O)[nH]c2=O)sc1C	-2.9%[0.0737 µM]	21.2
82	COc1ccc(C)cc1NC(=O)c1nn(-c2ccccc2)cc1OC	?	·
83	CC1CCN(C(=O)CN(Cc2ccc(F)cc2)S(C)(=O)=O)CC1	i	-15.4
84	CCOC(=O)c1[nH]c2ccc(OC)cc2c1C	?	·
85	O=C(/C=C/c1ccccc1)N(Cc1ccc(Cl)cc1)C1CCS(=O)(=O)C1 (configuration not stated)	?	·
86	CC(=O)NCCn1c(SCC(=O)Nc2ccc(C)cc2)nc2ccccc2c1=O	0.4%	5.2
87	CCOc1ccccc1NC(=O)Cn1c(-c2ccc(Cl)cc2)noc1=O	-6.0%	-4.5
88	CCNC(=O)N1CCCC(C(=O)c2ccc3cc(OC)ccc3c2)C1 (configuration not stated)	?	·
89	C1CCCN(c2nc3nonc3nc2N2CCCCCC2)CC1	?	·
90	CCN(CC)c1ccc2nc3ccccc3[n+](CC)c2c1	?	·
91	NC(=O)CC(NC(=O)Cc1ccc(Br)cc1)c1ccc(NC2CCN(Cc3ccccc3)CC2)c([N+](=O)[O-])c1 (configuration not stated)	?	·
92	CCOC(=O)C(C(=O)NCc1cccc(OC)c1)c1ncc(C(F)(F)F)cc1Cl (configuration not stated)	-7.9%	-18.0
93	CC(C)c1ccc(C(C(=O)NC(C)(C)C)N(C(=O)CNC(=O)c2ccco2)c2cccnc2)cc1 (configuration not stated)	2.6%	13.4
94	O=S(=O)(NCc1ccccc1Cl)c1cccs1	?	·
95	COc1cc(Br)c(C(C)NC(=O)c2ccc(C)cc2)cc1OC (configuration not stated)	?	·
96	COCC(=O)Nc1ccccc1NC(C)=O	?	·
97	C(=N\n1cnnc1)/c1ccc(N2CCOCC2)cc1	?	·
98	O=C1CC(C(=O)Nc2ccccc2)N=C(N2CCCCC2)N1 (configuration not stated)	?	·
99	COc1ccc(CN2CCSCC2)cc1C	23.1µM*	8.4*
100	Cc1csc2c(=O)sc(NC(=O)c3ccc(F)cc3Cl)nc12	?	·
101	COc1ccc(-c2nc3ncccc3o2)cc1NC(=O)c1cccs1	?	·
102	Cc1sc2nc(CSC(C)C(=O)Nc3ccc(C(N)=O)cc3)[nH]c(=O)c2c1C (configuration not stated)	?	·
103	NC(=O)c1cc(S(=O)(=O)NCc2cccs2)cs1	i	6.6
104	Cc1nn(C(=O)C(C)N2C(=O)c3ccccc3C2=O)c(C)c1Br (configuration not stated)	17.8%	1.3
105	CC1CCN(C(=O)c2cccc(S(=O)(=O)N3CCCc4ccccc43)c2)CC1	i	·
106	Cc1nn2c(=O)cc(CSCC(=O)Nc3ccccc3F)nc2s1	?	·
107	CCOc1ncccc1C(=O)OC(C)C(=O)Nc1ccc(CC)cc1 (configuration not stated)	-20.8%	-21.9
108	Cc1ccc(CNC(=O)C2CCCN(S(=O)(=O)c3c(C)[nH]c(=O)[nH]c3=O)C2)cc1 (configuration not stated)	?	·
109	CCC(CC)C(=O)Nc1cccc(C(=O)Nc2ccc3c(c2)OCO3)c1	18.3%	-2.1
110	O=C(CCCN1C(=O)CCC1=O)Nc1ccc(Br)cc1F	?	·
111	Cc1ccc2nc(-c3cccnc3)c(NC3CCCCC3)n2c1	?	·
112	CCOC(=O)C1=C(c2ccccc2)NC(=O)NC1c1ccc(OC)cc1 (configuration not stated)	?	·
113	O=C(NCc1cccc(Cl)c1)c1ccc(S(=O)(=O)Nc2cccc(C(F)(F)F)c2)cc1	?	·
114	CSCCC(NC(=O)COc1ccccc1)C(=O)OCC(=O)c1cc2ccccc2o1 (configuration not stated)	?	·

This is a subset; count on the stated rates, not on these rows.
